# Bioassay records from PubChem.
# Pf Dd2 inh = qHTS Primary assay for Inhibitors of Plasmodium falciparum Dd2 growth in vitro; P. falciparum Dd2 growth, SYBR Green, 72 h; Potency, µM (highest dose often 28.9 µM), inactives show at the highest dose activity, negative = inhibition, most hits filed as inhibitors; actives 4.3% (n = 120,000); AID 1347417, 2020; active means well fitted inhibition curve with a large enough effect; inconclusive means small, poorly fitted or top-dose-only effect; inactive means no such curve, though single readings can be large or run the other way;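 further: plate controls were DMSO vehicle for no effect and reference drug for full effect; nearly all actives have a fitted effect of over 65% in size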
#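 Infected erythrocytes (Dd2, 0.3% parasitemia, 2.5% hematocrit final) are added to compound in RPMI-1640/Albumax II medium, grown 72 h at 37C in low oxygen, then lysed with saponin/Triton-X containing SYBR Green and read by fluorescence.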
# * marks the source's active call; other numbers are inactive results; i = inactive; ? = inconclusive; [ ] = another dose, or the depositor's remark. Potency means the concentration at half of the fitted maximal effect. An excerpt; the hit share may differ from the screen's.
canonical_smiles | Pf Dd2 inh
Cn1ccnc1CN1C(=O)CO[C@H]2CN(CCCc3ccccc3)C[C@H]21 | ?
COc1ccc(-c2nc(C3CC(=O)N(c4ccc(C)cc4)C3)no2)c(C)c1 (stereo not given) | 39%[activator]
Cc1ccc(CCNC(=O)c2ccc(Nc3nc4ccccc4n4nnnc34)cc2)cc1 | -1%
O=C(Cc1cccnc1)N1CCCC(c2nc(CCOc3ccc(F)cc3)no2)C1 (stereo not given) | ?
Cc1cc(F)cc(CN2CCOc3cc([S+](N)(=O)[O-])ccc3C2)c1 | -21%[44.1 µM]
CCNC(=O)Nc1ccc(OCC(=O)NCc2cc(F)cc(F)c2)nc1 | i
Cc1ncccc1C(=O)N1CCCC(c2nc(-c3ccccc3)no2)CCNC(=O)CC1 (stereo not given) | i
CCc1ccc(CNC(=O)C2COc3ccccc3C2)cc1 (stereo not given) | 4%
Cc1nc2ccc(CC(=O)N[C@H](c3ccccn3)C3CC(O)C3)cc2[nH]1 (stereo not given in full) | -2%
Cc1cc(OCC(=O)N(Cc2sccc2C)C2CCS(=O)(=O)C2)ccc1Cl (stereo not given) | -25%
O=C1COc2ccc(-c3cncnc3)nc2CN1Cc1ccc(F)cc1 | i
CCOC(=O)c1c(C)[nH]c(C)c1S(=O)(=O)N(C)CC(=O)N1CCN(c2ccccc2)CC1 | i
CCOc1ccc(-c2cc(C(=O)NCc3ccc(OC)cc3)c3c(-c4ccc(F)cc4)[nH]nc3n2)cc1 | i
Cc1cccc2nnc(N3CCCN(C(=O)c4ccccc4Cl)CC3)n12 | i
CCn1c(CN2CCCCC2)nc2cc(NC(=O)c3ccccc3[N+](=O)[O-])ccc21 | ?
O=C(COCc1cc(-c2ccc(F)cc2)on1)Nc1cc(Cl)ccc1O | -8%
COC(=O)c1ccc(NS(=O)(=O)c2ccc3c(c2)n(C)c(=O)c(=O)n3C)cc1 | 11%
CCCN1CCCC12Cc1ccccc1CN(C(=O)CCCC(=O)O)C2 (stereo not given) | -20%
CCCSc1nnc2n(-c3ccc(OC)cc3)c(=O)c3c4c(sc3n12)COC(C(C)C)C4 (stereo not given) | 10µM*
O=C(c1ccccn1)N1CC(Oc2ccc(F)cc2F)C1 | 3%

# Overlap with the part before: 4 compounds, then new ones.
canonical_smiles | Pf Dd2 inh
COC(=O)c1ccc(NS(=O)(=O)c2ccc3c(c2)n(C)c(=O)c(=O)n3C)cc1 | 11%
CCCN1CCCC12Cc1ccccc1CN(C(=O)CCCC(=O)O)C2 (stereo not given) | -20%
CCCSc1nnc2n(-c3ccc(OC)cc3)c(=O)c3c4c(sc3n12)COC(C(C)C)C4 (stereo not given) | 10µM*
O=C(c1ccccn1)N1CC(Oc2ccc(F)cc2F)C1 | 3%
CC1=C[C@@H](CNS(=O)(=O)c2cccs2)[C@H](C(C)C)C[C@H]1CC(=O)NCc1ccc(C#N)cc1 | i
COc1ccc(C(=O)Nc2ccc3nc(N4CCCCC4)cc(C)c3c2)c(OC)c1 | 4%
CN(CC1CCOCC1)S(=O)(=O)c1cccc(Cl)c1 | 16%
COc1ccc2[nH]c3c(c2c1)CCN(C)C31CCN(C(=O)c2ccoc2)CC1 | i
CCCc1ncncc1C(=O)N[C@H]1CN(S(C)(=O)=O)C[C@@H]1C(C)C | 2%
N[C@H]1CN(C(=O)c2ccccc2Oc2ccccc2)C[C@@H]1C1CC1 | 6.3µM*
CN1CC2(CCN(C(=O)NCc3ccccc3)CC2)CC1C(=O)N1CCOCC1 (stereo not given) | i
CCCn1c(C)cnc1CC1CCN(C(=O)C2(c3ccc(OC)cc3)CC2)C1 (stereo not given) | 5µM*
COc1ccc(-c2noc(C(=O)O)c2[C@@H](C)NC(=O)Nc2ccccc2)cc1 | 13%[44.1 µM]
O=C1NCCCCCCN(S(=O)(=O)c2ccc3c(c2)CCC3)[C@H]2CCCC[C@@H]12 | ?
COc1ccccc1C(=O)N1CCC(CC(=O)NC2CC2)C1 (stereo not given) | 13%
Cn1c(CN2CCOCC2)nnc1C1CCCN(c2ccc(C#N)cn2)C1 (stereo not given) | 2%
COc1cccc(C(=O)N2C[C@@H](Oc3cccnc3)C[C@@H]2C(=O)N2CCOCC2)c1 | 6%
CC(=O)Nc1cccc(C(=O)NCc2nnc3ccc(-c4ccc(Cl)cc4)nn23)c1 | i
COCc1ccc2c(c1)c(OC(C)(C)C(=O)N1CCN(C)CC1)nn2Cc1cccnc1 | -14%[44.1 µM]
CC(=O)N1CCc2sc(C(=O)NCc3ccc(F)cc3Cl)cc2C1 | i
Cc1ccccc1CC(=O)N1CCC2(CC1)NC(=O)N(c1cccc(F)c1)N2 | -17%
COc1nc2c(cc1CNC(=O)C1CC1(C)C)C(=O)N(C1CCCC1)C2 (stereo not given) | -17%
CN1C(=O)c2cccn2CC1CN (stereo not given) | i
O=C(NCc1cccc(Cl)c1)C1CCN(C(=O)c2ncn3c2COC(c2ccc(F)cc2)C3)CC1 (stereo not given) | i
N#Cc1cccnc1N1CCC(NC(=O)c2ccc3nccn3c2)CC1 | ?
O=C1NCCC[C@@H]1NC(=O)[C@@H]1CN(C(=O)C2CCNCC2)CCN1C(=O)c1ccccc1 | -22%
CCOC(=O)N1CCN(C(=O)CN(c2cccc(Cl)c2C)S(=O)(=O)c2ccc(C)cc2)CC1 | ?
Cc1ccc(C(=O)N2CCc3nc(C)nc(-c4ccc(Cl)cc4)c3CC2)cc1 | i
COc1cccc(-c2cccc(C(=O)N[C@H]3C[C@@H]4OCC[C@H]34)c2)c1 | -12%
COc1cc(C2CC(=O)Nc3cc4c(cc32)OCCO4)cc(Br)c1OC (stereo not given) | 1µM*
COCCN(Cc1nccs1)C(=O)c1cnc(-c2ccccn2)[nH]c1=O | ?
O=C1NCCCN1C1CCN(Cc2ccc(F)cc2)CC1 | -2%[44.1 µM]
CN(C)CCCC(=O)N1CCC2(CC1)CN(C(=O)CCC(=O)O)CCO2 | 3%
CCc1ccc(NC(=O)CN2C(=O)NC3(CCS(=O)(=O)CC3)C2=O)cc1 | 16%
Cc1cc(NC(=O)C2CCCN(S(=O)(=O)c3cn(C)cn3)C2)ccc1Br (stereo not given) | 14%
CCN(C(=O)COc1cc(=O)n(C)c2ccccc12)c1cccc(C(F)(F)F)c1 | -14%
O=C(c1scc2c1OCCO2)N1Cc2ccccc2C(O)C1 (stereo not given) | -15%
CCCN(CCC)CC(O)Cn1cc(/C=C/C(=O)c2ccc(OCC)cc2)c2ccccc21 (stereo not given) | ?
C=CCNC(=O)c1csc2nc(-c3cccc(C(F)(F)F)c3)cn12 | -12%
CCOc1ccc(NC(=O)NCCN2CCN(c3cc(Cl)ccc3C)CC2)cc1 | 22%
O=C(NCCc1ccc(Cl)cc1)c1cc(-c2ccccc2)n[nH]1 | ?
CCC1=C(C(=O)OC)C(c2cccc(F)c2)N2C(CC(=O)NCCc3cccs3)=CSC2=N1 (stereo not given) | ?
Cc1cc(C)c(Cn2c3ccccc3c3cnn(CC(=O)N4CCCCCC4)c(=O)c32)c(C)c1 | 7.1µM*
COc1ccc(C(=O)N(C)C2CCCN(CCc3ccccc3)C2)cc1OC (stereo not given) | -18%

# 4 entries already listed, sorted by length of the SMILES, low to high.
canonical_smiles | Pf Dd2 inh
O=C(NCCc1ccc(Cl)cc1)c1cc(-c2ccccc2)n[nH]1 | ?
COc1ccc(C(=O)N(C)C2CCCN(CCc3ccccc3)C2)cc1OC (stereo not given) | -18%
CCN(C(=O)COc1cc(=O)n(C)c2ccccc12)c1cccc(C(F)(F)F)c1 | -14%
CCCN(CCC)CC(O)Cn1cc(/C=C/C(=O)c2ccc(OCC)cc2)c2ccccc21 (stereo not given) | ?

# Remaining list, next part
canonical_smiles | Pf Dd2 inh
O=C(CSc1nc2c([nH]c3ccccc32)c(=O)n1-c1ccccc1)c1ccc(Cl)cc1 | 30%
COCCNc1ccc(-c2nc(-c3ccccn3)no2)cc1[N+](=O)[O-] | i
COc1cccc(-c2noc(CC3CCN(C(=O)CCCc4ccccc4)CC3)n2)c1 | -8%
CCN(CC)CCCNC(=O)c1ccc2c(c1)N(Cc1c(F)cccc1Cl)C(=O)c1ccccc1S2 | 0.45µM*
CN(C)C(=O)c1cc(C(C)(C)C)c2cccn2n1 | 12%[44.1 µM]
O=S(=O)(NCc1cccnc1Oc1ccc(F)cc1F)c1cccnc1 | 5%
Cc1cccc(NC(=O)CN2C(=O)C(c3ccc(F)cc3)=NC23CCCCCC3)c1C | i
Cc1ccc(NC(=O)C2CCN(c3nc4ccccc4[nH]3)CC2)cc1Cl | ?
COc1ccc(CCN(Cc2ccccc2F)CC2(O)CCCNC2)cc1 (stereo not given) | 13µM*
CC1(COc2cccnc2)COc2ccc(C(=O)N3CCN(c4ccccn4)CC3)cc2N1 (stereo not given) | ?
O=c1[nH]c(C2CCN(Cc3ccc(F)cc3)CC2)nn1Cc1ccccc1 | -3%
Cc1cc2nc3n(c(=O)c2n1CC(=O)Nc1ccccc1)CCC3 | -28%
CC(=O)N1CCN(Cc2cc(F)ccc2Cl)CC(O)C1 (stereo not given) | 19%
O=C(NCc1cccc(Cl)c1)c1ccc(Cn2ccn3nc4c(c3c2=O)CCCC4)cc1 | ?
Cc1ccc(-c2ccc(O)cn2)c2cccnc12 | 17%
CCCS(=O)(=O)N1CC(Oc2ccccc2-c2nc(C3CC3)no2)C1 | ?
Cc1ccccc1NC(=O)N1CCC(CCNC(=O)c2cc(F)ccc2F)CC1 | -5%
CCC(C)NC(=O)c1c(-c2ccccc2)c(-c2ccccc2)nn(C)c1=O (stereo not given) | i
O=C(CCNC(=O)c1cnccn1)NC1CCCc2c1[nH]c1ccc(F)cc21 (stereo not given) | -9%
COc1cc(OC)cc(C(=O)N[C@@H]2CN(S(C)(=O)=O)C[C@H]2CN(C)C)c1 | -18%
COCCN1C(=O)CS(=O)(=O)C12CCN(C(=O)c1cc(F)ccc1F)CC2 | -45%
CCOc1ccccc1C(=O)N1CCC[C@H]1c1nc(-c2ccccc2)no1 | -4%
O=C(c1[nH]nc2c1CCc1ccccc1-2)N1CCC(c2noc(-c3ccncc3)n2)C1 (stereo not given) | ?
O=C(NC[C@H]1O[C@H](Cc2cc(-c3ccc(F)cc3)on2)CC[C@@H]1O)c1ccccc1F | ?
COc1cc2c(cc1OCc1ccncc1)NC(=O)C21CCN(Cc2ccccn2)CC1 | ?
CCN(C(=O)CSc1nc2ncccc2[nH]1)c1ccc(C(C)C)cc1 | -24%
CCCCN(C)C(=O)Cn1cnc2sc(C)c(S(=O)(=O)N3CCN(c4ccccc4OC)CC3)c2c1=O | ?
O=C1CCC2(CNC(=O)c3ccc4ncccc4c3)CCCC=C2N1 (stereo not given) | -23%
O=C(CN1C(=O)NC2(CCOCC2)C1=O)Nc1ccc(Br)cc1F | -4%
COC[C@@H]1CN(S(=O)(=O)c2ccccc2)C[C@H]1c1nc(C)no1 | 19%
O=C(NC1CCCN(c2cc(-c3ccc(F)cc3)[nH]n2)C1)c1nccc2ccccc12 (stereo not given) | ?
CCN1CCOC(=O)C1CC(=O)Nc1ccccc1C(F)(F)F (stereo not given) | 64%[activator]
CCNc1ncc(CN2CCN(c3cccc(C(F)(F)F)c3)CC2)cn1 | 11µM*
Cn1c(N2CCN(C(=O)Cn3nc4c(cc3=O)CCCCC4)CC2)nc2ccccc21 | -18%
CCOC(=O)c1ccc2ncc3c(-c4ccccc4)nn(-c4ccc(F)c(Cl)c4)c3c2c1 | 13%
CC1=C(C(=O)Nc2cc(C)cc(C)c2)C2(CCCCC2)OC1=O | 31%[activator]
CN(C(=O)C1CCCC1)C1CCc2ccccc2C1 (stereo not given) | i
O=C(CC1CCN(S(=O)(=O)c2cccnc2)C1)NCc1ccccc1 (stereo not given) | i
CCCN(CCC)C(=O)c1ccc(CN2C(=O)NC3(CCS(=O)(=O)CC3)C2=O)cc1 | ?
C#CCN1C(=O)C(O)(CC(=O)c2ccc(OC)c(OC)c2)c2cc(Br)ccc21 (stereo not given) | -15%
CCN(CC)C(=O)Cn1c(=O)n(Cc2ccc(C(=O)NCCCOC)cc2)c(=O)c2ccccc21 | 14%
O=C(NCc1ccccc1)c1ccc2nccn2c1 | -13%[44.1 µM]
Cc1nnc2n1CCC(NS(=O)(=O)c1ccccc1F)CC2 (stereo not given) | 31%[activator]
O=C(c1cnccn1)N1CCCC(c2noc(COc3ccccc3F)n2)C1 (stereo not given) | 20%
CCc1nonc1NC(=O)c1oc2cc(C)c(C)cc2c1C | ?
C(=C\c1ccccc1)/CN1CCN(Cc2cc3n(n2)CCCNC3)CC1 | ?
CC1=C[C@@H](CNC(=O)C(=O)O)[C@H](C(C)C)C[C@H]1CC(=O)O | 1%[44.1 µM]
COc1ccc(S(=O)(=O)NCc2cccn2Cc2cccc(C)c2)cc1Cl | i
COc1ccc(CNC(=O)C2CCN(C(=O)N3CC(C)Oc4ccc(C)cc43)CC2)cc1 (stereo not given) | ?
CC1=C(C(=O)Nc2ccccc2)C(c2ccccc2)n2nc(-c3ccco3)nc2N1 (stereo not given) | i

# The listing continues.
canonical_smiles | Pf Dd2 inh
CC1CCN(c2ncnc3c2nnn3C)CC1 | 56%[activator]
COc1ccc(CC(=O)N2CCC(Oc3ncccc3C(=O)N3CCCCC3)C2)cc1 (stereo not given) | ?
O=C(COc1ccccc1Cl)Nc1cc(-c2ccccc2F)nn1-c1ccccc1 | 70%[activator]
CCOc1ccc(CCNC(=O)Cn2ncn3c(cc4ccccc43)c2=O)cc1OCC | 1%
Cc1ccc(-c2cn3c(n2)sc2cc(C(=O)NC4CCCCC4)ccc23)cc1 | ?
